Source: PubChem BioAssay (several laboratories)
BoNT F protease = BoNT F light chain protease inhibition | inhibition, % at 10 µM | 360,000 tested, 0.22% active | Multiplex microsphere protease cleavage assay, flow cytometry | AID 588497; in the data active = inhibition above about 35%, passing the limit was not always enough; inconclusive = no clear call, values can overlap the other calls; note: plate controls were buffer without enzyme for full effect and enzyme alone for no effect
FadD28 FP inh = inhibitors of Mycobacterium tuberculosis FadD28 bisubstrate binding | inhibition, % at 12.5 µM | FadD28 bisubstrate probe binding, fluorescence polarization | 360,000 tested, 0.22% active; in the data active = inhibition above about 8.5%, passing the limit was not always enough; inconclusive = no clear call, values can overlap the other calls
Rv3671c inh = inhibits the M. tuberculosis serine protease Rv3671c | P9WHR9 | inhibition, % at 5.96 µM | 320,000 tested, 0.048% active | AID 2606; in the data active = inhibition above about 38%;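 note: extracellular domain of Rv3671c used as enzyme; 0% = enzyme with DMSO and 100% = no enzyme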
Target sequence (P9WHR9 whole entry, looked up, the tested form may be a part): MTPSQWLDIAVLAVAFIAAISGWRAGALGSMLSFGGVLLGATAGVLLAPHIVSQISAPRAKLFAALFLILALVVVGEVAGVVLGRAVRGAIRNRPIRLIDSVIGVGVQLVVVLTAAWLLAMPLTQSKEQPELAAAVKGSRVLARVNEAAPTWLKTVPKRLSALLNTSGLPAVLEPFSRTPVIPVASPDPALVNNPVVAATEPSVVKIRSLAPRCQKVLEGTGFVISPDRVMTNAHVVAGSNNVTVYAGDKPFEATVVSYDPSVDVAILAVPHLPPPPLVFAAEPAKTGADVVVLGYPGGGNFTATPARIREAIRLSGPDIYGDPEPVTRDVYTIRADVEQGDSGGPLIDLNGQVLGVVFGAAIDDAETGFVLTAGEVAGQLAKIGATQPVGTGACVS
MazF activator = increases E. coli MazEF RNase cleavage of RNA; FAM/BHQ RNA-DNA oligo cleavage fluorescence, 5 h; activation, % at 20 µM; P0AE70; 350,000 tested, 0.32% active; AID 504720; in the data active = activation above about 50%
Target sequence (P0AE70 whole entry, looked up): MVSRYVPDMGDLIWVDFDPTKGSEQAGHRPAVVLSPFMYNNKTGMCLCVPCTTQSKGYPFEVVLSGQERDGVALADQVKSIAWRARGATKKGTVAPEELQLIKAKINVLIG
Mtb FBA inh = inhibitors of M. tuberculosis fructose-bisphosphate aldolase; P9WQA3; purified M. tuberculosis FBA, fluorescence read-out; inhibition, % at 1 µM; 360,000 tested, 2.3% active; in the data active = inhibition above about 27%;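 note: 0% = vehicle and 100% = reference inhibitor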
BioA inh = BioA (M. tuberculosis) enzyme inhibition; 360,000 tested, 0.096% active; inhibition, % at 9.99 µM; purified M. tuberculosis BioA enzyme, plate reader; AID 602481; in the data active = inhibition above about 40%; inconclusive = no clear call, values can overlap the other calls
Mtb UGM inh = Mtb UDP-galactopyranose mutase inhibition; P9WIQ1; purified UGM, fluorescence polarization probe displacement; inhibition, % at 10 µM; 320,000 tested, 0.06% active; AID 504406; in the data active = inhibition above about 10%, passing the limit was not always enough; inconclusive = no clear call, values can overlap the other calls
Target sequence (P9WIQ1 whole entry, looked up): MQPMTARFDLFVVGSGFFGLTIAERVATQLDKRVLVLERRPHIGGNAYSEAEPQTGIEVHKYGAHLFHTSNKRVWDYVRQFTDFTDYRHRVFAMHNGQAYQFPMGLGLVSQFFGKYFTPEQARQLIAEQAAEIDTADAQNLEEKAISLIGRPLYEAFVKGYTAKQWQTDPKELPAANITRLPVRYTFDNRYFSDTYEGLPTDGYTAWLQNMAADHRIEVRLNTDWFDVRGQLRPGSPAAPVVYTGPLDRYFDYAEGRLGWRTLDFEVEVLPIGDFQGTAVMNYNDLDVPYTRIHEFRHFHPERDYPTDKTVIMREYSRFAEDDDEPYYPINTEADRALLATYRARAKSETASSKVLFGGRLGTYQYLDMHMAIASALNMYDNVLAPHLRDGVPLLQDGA
PrPC surface inh = inhibitors of human cell surface prion protein PrPC. P04156. TR-FRET read-out. inhibition, % at 13.8 µM. 370,000 tested, 0.43% active. AID 720596; in the data active = inhibition above about 24%; note: 0% = median of the test wells and 100% = reference compound wells
GDH-TPI counter = counter-screen for M. tuberculosis FBA inhibitors: GDH-TPI coupled enzymes | GDH-TPI coupled enzyme counterscreen, NADH absorbance | inhibition, % at 4.8 µM | 360,000 tested, 1.2% active; in the data active = inhibition above about 30%;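 note: 0% = DMSO wells and 100% = wells lacking the enzyme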
Numbers without * were called inactive; ? = inconclusive; . = not tested or not shown; + = active, no number.

SMILES	BoNT F protease	FadD28 FP inh	Rv3671c inh	MazF activator	Mtb FBA inh	BioA inh	Mtb UGM inh	PrPC surface inh	GDH-TPI counter
C#CCOCCOCCOCCNc1nc(OC)nc(N2CCN(C(=O)[C@H](CCC(=O)O)n3cc(C(N)CO)nn3)CC2)n1 (stereo not given in full)	-19	-0.7	-6	7	3	1.3	-3.0	-8	-4
CCOC(=O)C(NC(=O)CC(C)C)(Nc1cc(C)on1)C(F)(F)F (stereo not given)	-1	-1.2	6	0	0	0.7	1.5	-4	-4
COc1ccc(C2=NN(C(=O)c3ccccc3)C(c3cccc([N+](=O)[O-])c3)C2)cc1 (stereo not given)	-14	-0.2	-3	5	2	.	-4.6	-3	3
O=S(=O)(/N=C(/Nc1cccnc1)c1ccccc1)c1ccc(F)cc1F	5	-3.2	8	0	-1	2.4	1.4	-2	1
O=C(NCCO)c1ccc2[nH]c3ccccc3c2c1	5	-3.9	0	-6	35*	-0.8	-0.2	-7	-11
CCN(CC)C1CC(=O)N(c2cccc(Cl)c2)C1=O (stereo not given)	-9	-2.6	2	7	1	-0.7	0.7	-2	-3
COCCN1CCn2c(nc3cc(NC(=O)NC4CCCCC4)ccc32)C1	-86	1.2	6	14	94*	-2.3	-1.7	-1	4
CSc1ccc(S(=O)(=O)N2CCC(C(=O)Nc3ccccc3C(F)(F)F)CC2)cc1	-22	-3.7	-1	6	-4	2.4	0.0	2	-7
CC(NC(=O)C(NS(=O)(=O)c1cccc2nsnc12)C(C)C)c1ccccc1 (stereo not given)	4	-0.6	5	1	0	-0.8	2.7	.	11
O=C(NCc1cccs1)Nc1cc(Cl)ccc1Cl	-3	0.6	-1	8	4	.	-0.4	-3	4
COc1ccc(S(=O)(=O)Nc2ccc(-c3ccc(N4CCCC4)nn3)cc2)cc1C	1	-1.3	0	-1	2	-0.7	1.5	-7	5
FC(F)Oc1ccc(-n2cc(-c3ccc(Cl)cc3)[n+]3c2CCCCC3)cc1	-1	-0.1	1	6	2	.	4.4	3	1
Cc1c(C(=O)N2CCC(C(N)=O)CC2)sc(N)c1C#N	-1	2.2	-3	6	3	-1.9	-0.1	-5	4
CCCc1[nH]nc2c1C(c1ccc(OC)cc1OC)C(C#N)=C(N)O2 (stereo not given)	-3	-3.7	-2	2	-5	0.4	-1.8	-5	-4
COc1ccc(CNC(=O)CN2C(=O)CSc3ccc(S(=O)(=O)N4CCCCC4)cc32)cc1	-4	-0.6	-1	-5	-7	-1.4	2.3	6	6
CC(C)Oc1ccc(CCC(=O)NNC(=S)Nc2ccccc2)cc1	-8	-0.4	2	2	6	-2.6	0.8	2	-8
COc1ccccc1C(=O)N=c1sc2c(C)ccc(OC)c2n1C	-2	1.0	-15	-2	7	.	1.9	-9	18
CC(=O)Nc1ccc(C(=O)COC(=O)C2CC2C)c(F)c1 (stereo not given)	2	-4.0	.	5	0	-2.3	.	0	-10
CNC(=O)C[C@H]1C(=O)N(C2CCCCC2)C[C@@H]1CSC	-3	0.2	.	8	-1	-1.9	.	-5	-4
CCC(=O)Nc1ccc(OCc2nnc3c4ccccc4c(C)nn23)cc1	-3	-4.0	-9	10	-1	.	3.9	6	-7
O=[N+]([O-])c1c(-c2cn[nH]c2)n[nH]c1-c1cn[nH]c1	.	-1.2	-1	1	2	.	0.8	-14	14
Cc1ccc(C(=O)/C=C/NCc2ccc(F)cc2)cc1	0	-1.5	-7	-5	1	.	0.6	-1	26
CCOc1cc(-c2nc3ccccc3s2)ccc1O	0	-2.0	-1	4	+	-0.2	-2.3	-3	28
COc1ccc2c(c1)C(c1ccc(Cl)cc1)NC(=O)C2 (stereo not given)	-4	-2.3	1	5	1	-0.7	0.8	-7	4
CCc1ccc(/C=C2/SC(N3CCOCC3)=NC2=O)cc1	-3	-3.0	7	7	-3	.	-1.6	10	47*
Carrying on.
SMILES	BoNT F protease	FadD28 FP inh	Rv3671c inh	MazF activator	Mtb FBA inh	BioA inh	Mtb UGM inh	PrPC surface inh	GDH-TPI counter
COc1c2c(cc(O)c1C(C)=O)OC(C)(C)C=C2	-7	-1.5	.	-11	2	-1.1	.	1	9
Cc1cc(OCC(=O)Nc2ccc3c(c2)OCCO3)ccc1Cl	-9	0.2	-3	-7	-2	0.9	4.0	4	10
COC(=O)C1=C(N)N(c2ccccc2C(F)(F)F)C2=C(C(=O)CCC2)C1c1ccc2c(c1)OCO2 (stereo not given)	-2	-0.6	1	1	3	-4.7	-0.1	-1	12
CCOC(=O)c1[nH]c2cc3c(cc2c1NC(=O)CN1CCCC1)OCO3	-2	-3.2	8	3	73*	.	1.0	6	16
N#CC1=C(N)Oc2cc(N)ccc2C1C1CC=CCC1 (stereo not given)	-4	0.2	0	9	11	0.6	-1.0	11	0
Cc1cc(=O)n2c(n1)SCOC2	.	-2.7	1	3	-5	3.4	0.8	7	-2
COc1cccc(CNC(=O)c2cc(COc3c(F)cccc3F)on2)c1	2	3.2	-3	-1	2	-0.9	.	3	15
COc1ccc(N(CC(=O)N/N=C(\C)c2ccc(OC)c(OC)c2)S(=O)(=O)c2ccccc2)cc1	9	.	-12	4	2	-0.1	3.0	-2	13
CCOC(=O)c1cc(-c2ccc(OC(F)F)cc2)nc2c1c(=O)[nH]c(=O)n2C	-10	-1.3	-14	0	50*	0.0	-1.6	-7	10
COc1ccc(N2CCN(C(=O)c3cc([N+](=O)[O-])ccc3N3CCN(CCO)CC3)CC2)cc1	0	-1.4	1	5	0	-4.8	-0.4	-9	29
COCCCn1cnnc1SCC(=O)Nc1ccc(S(=O)(=O)N2CCCC2)cc1	0	-2.4	-4	6	-2	-1.6	0.4	-3	4
O=c1cc(O)c2c(=O)n(Cc3ccccc3)c3ccccc3c2o1	1	-0.3	5	-5	-1	.	2.8	5	10
NP(=O)(OCC(F)(F)F)Oc1ccc(Cl)cc1 (stereo not given)	4	-2.0	-8	-1	-2	-1.1	2.2	5	4
CC(=O)Nc1ccc(S(=O)(=O)N(C)CC(=O)NNC(=O)Cc2nc3ccccc3n2C)cc1	-10	-2.6	8	13	-1	.	0.7	2	2
CCOC(=O)C1CCN(C(=O)/C=C/c2ccc(OC)cc2)CC1	-4	-2.3	-2	-14	3	-1.7	-0.4	-6	7
CCCCn1c(/N=C/c2ccccc2NS(=O)(=O)c2ccc(C)cc2)nc2ccccc21	7	-0.6	10	-6	0	-0.9	-0.1	-3	10
COC(=O)c1cn(NC(=O)Cc2c(F)cccc2Cl)c(=O)c2ccccc12	-11	-0.4	-10	2	0	.	0.9	6	6
O=Cc1c(N2CCN(CCO)CC2)nc2ccccn2c1=O	0	0.3	-4	-50	6	-1.4	1.0	-7	10
c1cn(-c2ncnc3sc4c(c23)CCCC4)cn1	-29	-1.2	10	5	8	0.5	0.5	-5	9
O=C(CNC(=O)c1ccc(F)cc1)N/N=C/c1cccnc1	1	.	9	13	1	4.0	0.1	-1	-6
CCN(CC)c1ccc(/C=N/OC(C)C(=O)Nc2ccc(C)cc2)cc1 (stereo not given)	2	-1.6	9	-3	1	.	1.6	-2	23
Cc1ccc(F)cc1CNC(=O)C1CCC(=O)N(C2CC2)C1 (stereo not given)	3	-1.4	7	-2	3	-3.0	-0.1	1	10
CCc1ccc([C@@H]2CC=C(C(=O)O)[C@H](c3ccc(Cl)cc3)N2S(=O)(=O)c2ccc(C)cc2)cc1	-8	-16	-11	-4	3	4.3	1.0	4	9
Cc1cccc2cc(CN(Cc3ccco3)C(c3nnnn3CCc3ccccc3)C(C)C)c(=O)[nH]c12 (stereo not given)	-20	-2.2	-13	2	2	-0.9	2.3	10	14
COc1ccc(-n2cnnc2SCC(=O)NC2CCCc3ccccc32)cc1 (stereo not given)	-5	-2.1	-4	43	2	.	-2.7	-2	9
Carrying on:
SMILES	BoNT F protease	FadD28 FP inh	Rv3671c inh	MazF activator	Mtb FBA inh	BioA inh	Mtb UGM inh	PrPC surface inh	GDH-TPI counter
O=[N+]([O-])c1cccc(S(=O)(=O)N2CCN(S(=O)(=O)N3CCOCC3)CC2)c1	14	-0.9	2	6	2	-4.0	-0.3	5	2
CCC(C)NC(=O)CO/N=C/c1ccc(C(=O)OC)cc1 (stereo not given)	?	-1.4	-6	12	6	-0.2	0.6	-3	-5
Cc1ccc(CNC(=O)C2CCCN(c3ncnc4c3nc3n4CCCCC3)C2)cc1 (stereo not given)	2	-1.7	5	8	2	-0.3	2.4	-5	-6
O=C(Nc1ccc2c(c1)OCO2)c1ccc(S(=O)(=O)NCC2CCCO2)cc1 (stereo not given)	-4	0.1	-1	5	1	.	0.6	20	-1
COc1cc2c(c(O)c1OC)-c1c(cc(OC)c(OC)c1OC)C[C@@H](C)[C@@H](C)C2	2	-3.3	4	7	-1	-0.2	1.9	1	1
CCOC(=O)N1CCN(C(=O)Cc2c(C(=O)O)n(C)c3ccccc23)CC1	-4	0.4	-1	-8	3	.	-0.3	1	0
C=CCn1c(-c2ccc(OC)cc2)nc2nc3ccccc3nc21	-6	-1.0	6	8	144*	2.2	-2.4	-26	31
O=C1CCC/C(=N/Nc2ccc(Cl)cc2)C1	-26	-0.1	2	5	1	.	-2.7	0	5
O=C(CCC1CCCC1)NCc1ccccn1	-19	-0.4	-9	-1	2	-1.9	-1.6	-1	7
Cc1cc(C(=O)NC2CCCN(Cc3ccccc3F)C2)n[nH]1 (stereo not given)	-1	0.2	-4	5	0	0.1	-2.4	-7	-5
CC(CCc1ccc(O)cc1)N1CCC(Oc2ccc(C(=O)N3CCCC3)cc2)CC1 (stereo not given)	7	-1.6	.	1	6	-0.4	-2.5	-9	-3
COc1cc(N=Nc2ccc(C)cc2S(N)(=O)=O)c(C)cc1N	2	1.8	.	7	-15	0.0	.	-20	12
COc1ccc(S(=O)(=O)N2CCCCC2)cc1C(C)C	6	-0.5	-3	2	3	-3.6	3.2	10	4
CN(C)CCN1CC(O)=C(c2nc3ccccc3s2)C1=N	-2	-1.5	5	-4	3	1.7	-1.5	10	27
Cn1c(SCC(=O)N2CCCc3ccccc32)nnc1-c1ccccc1	7	-3.5	-1	-2	-4	-1.9	-2.3	-1	0
CCc1nn(-c2ccccc2)c(N)c1C#N	0	0.0	-2	7	-1	.	-2.0	1	-8
COCCCNC(=S)Nc1ccc(CC(=O)O)cc1	1	-0.3	3	-5	4	.	1.4	-2	4
O=C(Cc1ccc(Cl)c(Cl)c1)Nc1ccc2[nH]c(=O)[nH]c2c1	-2	-2.0	-70	7	2	.	3.9	7	4
Cc1ccc(CNC(=O)c2ccc(COc3ccccc3)cc2)cc1	-6	-1.1	-9	-6	0	.	0.4	1	2
O=C(NCCC1=CCCCC1)C(=O)NCc1ccccc1	2	-2.4	1	-3	3	.	-3.0	12	8
CNS(=O)(=O)c1cc(N)ccc1C	0	-0.1	7	4	-1	.	-0.5	-1	0

One compound at a time, from the list above. Order of values: BoNT F protease	FadD28 FP inh	Rv3671c inh	MazF activator	Mtb FBA inh	BioA inh	Mtb UGM inh	PrPC surface inh	GDH-TPI counter
NP(=O)(OCC(F)(F)F)Oc1ccc(Cl)cc1 (stereo not given) is entered as 4	-2.0	-8	-1	-2	-1.1	2.2	5	4
Cc1cccc2cc(CN(Cc3ccco3)C(c3nnnn3CCc3ccccc3)C(C)C)c(=O)[nH]c12 (stereo not given) is entered as -20	-2.2	-13	2	2	-0.9	2.3	10	14
COCCCn1cnnc1SCC(=O)Nc1ccc(S(=O)(=O)N2CCCC2)cc1 is entered as 0	-2.4	-4	6	-2	-1.6	0.4	-3	4
CCOc1cc(-c2nc3ccccc3s2)ccc1O is entered as 0	-2.0	-1	4	+	-0.2	-2.3	-3	28

An excerpt of the results above:
SMILES	BoNT F protease	FadD28 FP inh	Rv3671c inh	MazF activator	Mtb FBA inh	BioA inh	Mtb UGM inh	PrPC surface inh	GDH-TPI counter
O=C(CNC(=O)c1ccc(F)cc1)N/N=C/c1cccnc1	1	.	9	13	1	4.0	0.1	-1	-6
CCN(CC)c1ccc(/C=N/OC(C)C(=O)Nc2ccc(C)cc2)cc1 (stereo not given)	2	-1.6	9	-3	1	.	1.6	-2	23

Results in BoNT F protease and Mtb FBA inh, for 3 of the compounds above:
Molecule,BoNT F protease,Mtb FBA inh
Cc1ccc(CNC(=O)C2CCCN(c3ncnc4c3nc3n4CCCCC3)C2)cc1 (stereo not given),2,2
O=C(Nc1ccc2c(c1)OCO2)c1ccc(S(=O)(=O)NCC2CCCO2)cc1 (stereo not given),-4,1
COc1cc2c(c(O)c1OC)-c1c(cc(OC)c(OC)c1OC)C[C@@H](C)[C@@H](C)C2,2,-1
